TGFb SMAD3 inh – qHTS for Inhibitors of TGF-b; HepG2 CAGA-GFP TGF-b/SMAD3 reporter, GFP fluorescence, 18 h; TGF-beta stimulated, 500 pg/mL final; Potency, µM (highest dose often 46.1 µM), for inactives: top-dose activity, negative = inhibition, actives largely listed as inhibitors; hit rate 1.2% among 410,000; AID 588855, 2011; note: % is set by controls: 0 for no effect and ±100 for the full control effect; nearly all actives have a fitted effect of over 65% in size
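Cell-based qHTS in HEPG2 carrying a CAGA-GFP Smad reporter; compounds added before 500 pg/mL final TGF-beta, 18 h incubation at 37 degrees C, GFP fluorescence quantified per cell by imaging cytometry.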
ATXN viability – Viability Counterscreen for Primary qHTS for Inhibitors of ATXN expression; S2 cells (HEK-293 line with an ATXN2-luciferase reporter) viability, CellTiter-Fluor protease fluorescence, 24 h; Potency, µM (highest dose often 56.7 µM), most hits filed as cytotoxic; hit rate 0.49% among 400,000; AID 651635, 2014; note: nearly all actives have a fitted effect of over 40% in size
Nrf2 block – Nrf2 qHTS screen for inhibitors. A549 ARE-Fluc reporter, luciferase luminescence, 18-24 h. Potency, µM (highest dose often 46 µM), without a hit: at the top dose activity change, negative = inhibition, actives largely listed as inhibitors. hit rate 2.1% among 360,000; note: % is set by controls: 0 for no effect and ±100 for the full control effect; nearly all actives have a fitted effect of over 60% in size
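Cells were seeded and rested 2 h, then exposed to compounds for 18-24 h. CellTiter-Fluor was read first as a viability measure. BugLite was added 15 min before the final luminescent read of ARE-luciferase activity in A549 cells.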
Nrf2 ARE act – qHTS of Nrf2 Activators. AREc32 ARE-luciferase reporter (MCF7-derived line), luminescence, 24 h. Potency, µM (series often up to 46.1 µM), inactives show at the highest dose activation, most hits filed as activators. hit rate 0.31% among 410,000. AID 624171, 2012; note: % of control where 0% means no effect; nearly all actives have a fitted effect of over 65% in size
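Nrf2 activation is followed as ARE-luciferase induction in the AREc32 line after one day of compound treatment; luminescence is read with Steady-Glo.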
HepG2 tox – qHTS for Inhibitors of TGF-b: Cytotox Counterscreen | HepG2 CAGA-GFP viability, ATP luminescence, 18 h | Potency, µM (highest dose often 46.1 µM), without a hit: at the highest dose activity change, negative = cytotoxicity, usual class: cytotoxic | hit rate 0.76% among 410,000 | AID 588856, 2011; note: some results filed as inactive show a strong effect at the top dose
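CellTiter-Glo luminescence gave cytotoxicity after 18 hours at 37 degrees C. The cells were HepG2 CAGA-GFP in 1% FBS DMEM, stimulated with 500 pg/mL TGF-beta after compound addition. %Activity was normalised to no-cell wells (complete cell-killing) and DMSO (no toxicity), and curves were fitted and classified.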
MCF10A rereplic – A quantitative high throughput screen for small molecules that induce DNA re-replication in MCF 10a normal breast cells; hit rate 2.9% among 350,000; AID 624296, 2012; MCF 10A DNA re-replication, Hoechst nuclear intensity, 48 h; Potency, µM (top dose mostly 46.1 µM), without a hit: at the top dose activity, positive = re-replication, most hits filed as activators; note: % of control where 0% means no effect; nearly all actives have a fitted effect of over 50% in size
EPAC2 antag – qHTS for Antagonist of cAMP-regulated guanine nucleotide exchange factor 2 (EPAC2): primary screen | Rap guanine nucleotide exchange factor 4 (Homo sapiens), Q8WZA2 | EPAC2 GEF exchange of Rap1B-BODIPY-GDP, fluorescence | Potency, µM (titrated, usually from 114 µM), without a hit: at the highest dose activity, negative = inhibition, most hits filed as inhibitors | hit rate 0.18% among 360,000 | AID 720708, 2013; note: % is set by controls: 0 for no effect and ±100 for the full control effect; nearly all actives have a fitted effect of over 45% in size; many of its hits are not listed in these tables
Target sequence (Q8WZA2 whole entry, looked up): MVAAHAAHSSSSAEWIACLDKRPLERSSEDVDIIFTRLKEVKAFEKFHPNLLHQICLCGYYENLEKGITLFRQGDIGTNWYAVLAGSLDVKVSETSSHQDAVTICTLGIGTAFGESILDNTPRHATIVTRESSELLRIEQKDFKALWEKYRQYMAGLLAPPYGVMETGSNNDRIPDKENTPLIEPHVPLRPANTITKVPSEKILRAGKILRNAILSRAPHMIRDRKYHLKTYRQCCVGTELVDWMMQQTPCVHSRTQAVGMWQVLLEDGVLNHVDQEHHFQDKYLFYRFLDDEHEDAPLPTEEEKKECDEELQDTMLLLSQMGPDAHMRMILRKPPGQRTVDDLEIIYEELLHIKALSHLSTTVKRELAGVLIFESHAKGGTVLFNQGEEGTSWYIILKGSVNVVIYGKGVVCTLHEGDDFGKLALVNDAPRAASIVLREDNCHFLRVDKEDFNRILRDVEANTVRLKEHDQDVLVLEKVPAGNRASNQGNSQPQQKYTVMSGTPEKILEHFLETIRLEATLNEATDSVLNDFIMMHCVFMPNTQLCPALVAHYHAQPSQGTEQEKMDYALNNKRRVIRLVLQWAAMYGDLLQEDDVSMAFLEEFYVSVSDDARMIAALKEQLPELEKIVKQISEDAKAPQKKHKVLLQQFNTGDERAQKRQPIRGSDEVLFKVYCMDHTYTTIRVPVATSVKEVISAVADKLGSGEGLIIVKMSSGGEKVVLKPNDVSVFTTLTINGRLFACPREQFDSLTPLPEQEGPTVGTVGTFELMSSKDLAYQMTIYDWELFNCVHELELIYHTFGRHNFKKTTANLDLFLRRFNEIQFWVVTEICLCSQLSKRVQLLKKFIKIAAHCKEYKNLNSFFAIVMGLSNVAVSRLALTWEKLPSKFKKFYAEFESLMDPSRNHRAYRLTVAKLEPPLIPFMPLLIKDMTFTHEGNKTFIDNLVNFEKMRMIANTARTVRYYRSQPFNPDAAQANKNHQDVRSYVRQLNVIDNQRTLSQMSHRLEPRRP
A549 viability – Nrf2 qHTS screen for inhibitors: counterscreen for cytotoxicity. Potency, µM (series often up to 46 µM), without a hit: at the highest dose activity change, negative = cytotoxicity, usual class: inhibitors. hit rate 0.16% among 390,000. AID 504648, 2011. A549 ARE-Fluc cells, CellTiter-Fluor viability, 18-24 h; note: % is set by controls: 0 for no effect and ±100 for the full control effect
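A549 ARE_Fluc cells in 5% FBS OPTI-MEM were exposed to compounds in concentration-response for 18-24 h at 37 deg C. Viability was read by CellTiter-Fluor fluorescence (Ex 405/Em 525) after 30 min, before the luciferase read.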
ATXN2 expr inh – Primary qHTS for Inhibitors of ATXN expression | HEK-293 ATXN2-luciferase reporter, luminescence, 24 h | Potency, µM (top dose mostly 57 µM), inactives show at the highest dose activity change, negative = inhibition, hits mostly inhibitors | hit rate 0.72% among 360,000; note: % is set by controls: 0 for no effect and ±100 for the full control effect; nearly all actives have a fitted effect of over 55% in size
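ATXN2-luciferase reporter cells (luciferase flanked by upstream and downstream ATXN2 gene portions) were treated 24 h at 37 °C with compounds at up to 57 uM. SteadyGlo luminescence gave expression; GF-AFC fluorescence gave viability.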
Active calls of the source: *; i = inactive; ? = inconclusive; . = not tested or not shown; [ ] = dose if it differs, or a comment. Calls come from the whole dose curve; as a rule, active = well fitted curve in the direction sought with a large enough effect; inconclusive = small, poorly fitted or top-dose-only effect, or another doubt; inactive = no such curve, though single readings can be large; an effect the other way counts as inactive or inconclusive. Potency is the fitted concentration of half-maximal effect. These rows are one share of the data. The share of hits here may be higher or lower than overall.

smiles	TGFb SMAD3 inh	ATXN viability	Nrf2 block	Nrf2 ARE act	HepG2 tox	MCF10A rereplic	EPAC2 antag	A549 viability	ATXN2 expr inh
C/C(=N/N=C1/NC(=O)CC(C(=O)O)S1)c1ccccc1 (stereo not drawn)	-3.6%	?	0.2%	0.3%	2.7%	-4.0%	20.6%	0.7%	-21.4%
O=C(O)CCC(=O)NNC(=O)CCC1CCCCC1	6.1%	i	-8.9%	-0.4%	-0.2%	-0.4%	0.6%	-0.6%	0.6%
O=C(C1=C[C@H](C2CCCCC2)C[C@H](OCc2ccc(CO)cc2)O1)N1CCN(Cc2ccc3c(c2)OCO3)CC1	?	?	23.1µM*	-0.1%	-11.0%	?	1.2%	?	?
COc1ccccc1NC(=O)c1cnc(Nc2ccccc2OC)c2ccccc12	-19.3%	i	6.3%	6.8%	5.2%	?	2.9%	-7.5%	?
CC(=O)c1ccc(N=C2SCCCN2C(=O)C2CCCC2)cc1	-0.1%	i	8.5%	0.1%	1.7%	-26.7%	5.9%	1.9%	-23.5%[2.22 µM]
NC(=O)COc1c(-c2ccccc2)oc2ccccc2c1=O	10.6%	i	2.5%	6.1%	-0.2%	3.6%	2.4%	4.2%	-0.5%
CCOc1cc(S(=O)(=O)N2CCCCC2)ccc1F	?	i	2.4%	2.3%	3.9%	2.1%	13.0%	21.3%	-6.4%
O=S(=O)(NCCC1=CCCCC1)c1ccccc1Cl	-12.5%	i	-20.1%	2.8%	8.0%	-2.4%	-29.0%	13.8%	.
O=[N+]([O-])c1cccc(COc2cccc(CO)c2)c1	-1.6%	i	23.6%	8.9%	1.4%	0.3%	-11.4%	-1.9%	36.6%[activator]
CN1CCN(C(=S)Nc2ccc([N+](=O)[O-])cc2)CC1	13.4%	i	-2.2%	-0.8%	-4.6%	7.9%	-7.2%	-7.1%	-4.6%
COc1ccc(Cn2c(=O)c3cccnc3n(CC(=O)Nc3ccc(C)c(F)c3)c2=O)cc1	-2.6%	i	2.2%	0.2%	-19.9%	.	.	0.7%	-0.4%
CC(=O)N1CCc2ccc([N+](=O)[O-])cc21	10.8%	i	-12.9%	-0.2%	3.5%	-1.0%	6.4%	-5.1%	2.5%
CCCN1CCC(=O)N([C@H](CSc2ccc(C)cc2)CC(C)C)CC1	?	i	?	6.8%	-20.0%	-1.4%	0.4%	-3.6%	28.8%
CCOC(=O)c1sc(NC(=O)CCN2C(=O)c3ccccc3C2=O)c(C(=O)OCC)c1C	-17.1%	i	0.2%	0.4%	-2.1%	3.3%	-5.5%	0.9%	1.4%
COc1cccc(-n2ccnc2SCC(=O)Nc2nccs2)c1	0.0%	i	.	5.2%	-0.3%	-0.7%	-1.3%	7.6%	19.6%
COc1ccccc1N(CC(O)Cn1c(C)nc2ccccc21)S(=O)(=O)c1ccccc1 (stereo not drawn)	1.5%	i	-8.8%	-0.1%	-5.5%	2.9%	-17.8%	0.3%	-4.5%
O=C(Cn1cc[n+](CC(=O)c2ccccc2)c1)c1ccccc1	-19.6%	i	-10.3%	-0.2%	0.2%	6.1%	-1.7%	-9.4%	-6.0%
Cc1cc(NC(=O)C(C)C)ncc1NC(=O)CCc1ccccc1	16.1%	i	3.9%	0.2%	-7.1%	2.5%	-1.2%	0.7%	-1.0%
CC(C)CN(C(=O)COC(=O)CSc1ccc(Br)cc1)C1CCS(=O)(=O)C1 (stereo not drawn)	0.0%	i	1.7%	-1.1%	-10.4%	0.2%	14.3%	-1.5%	2.9%
O=C(NCC(c1ccco1)N1CCc2ccccc21)C(=O)Nc1ccccc1 (stereo not drawn)	6.0%	i	6.4%	0.3%	-4.5%	11.8%	4.0%	-2.4%	-20.0%
CCCCOC(=O)n1c(=S)oc2cc(Cl)ccc21	-1.6%	i	0.8%	8.8%	-25.6%	?	-6.5%	-14.3%	-1.3%
CSc1ccc(/C=C2/C(=N)N3N=C(CC(=O)N4CCCC4)SC3=NC2=O)cc1	1.9%	i	-3.5%	-0.3%	1.9%	1.5%	3.7%	-10.8%	-2.4%
O=C(NCC1CCCO1)C(=O)N/N=C\c1ccc2c(c1)OCO2 (stereo not drawn)	-4.7%	i	17.4%	-0.4%	8.4%	5.1%	6.6%	-0.8%	-1.6%
O=c1cc(CSc2nnc(-c3ccco3)o2)c2ccccc2[nH]1	0.1%	i	?	4.4%	-5.1%	-0.4%	16.4%	.	9.3%
COc1ccc(S(=O)(=O)N(C)c2ccc(C(=O)NCCC(C)C)cc2)cc1	5.4%	i	?	2.0%	-20.9%	-2.8%	-1.8%	-0.1%[1.84 µM]	0.9%
Cc1cc(=O)n2[nH]c(-c3cccc(Cl)c3)cc2n1	-17.0%	i	7.1%	5.4%	-23.4%	4.6%	-1.6%	0.7%	.
O=c1[nH]c2ccccc2c2cn(-c3ccccc3)nc12	-20.3%	i	22.1%	24.0%	-35.2%	1.0%	1.9%	0.2%	34.4%
O=C(NC(Cc1c[nH]c2ccccc12)C(=O)O)c1ccco1 (stereo not drawn)	4.0%	i	-14.9%	0.3%	-13.8%	-4.5%	2.1%	-8.6%	-10.3%
COC(=O)c1ccc(NC(=O)NC2CCCCC2)cc1	-5.8%	i	?	0.8%	-2.1%	-1.8%	2.6%	-1.5%	84.4%[activator]
O=C(CSc1n[nH]c(=O)n1C1CC1)c1ccc2c(c1)OCCO2	-19.1%	i	-14.9%	4.6%	-1.6%	-0.4%	-1.7%	-6.9%	63.8%[activator]
COc1ccc(NS(=O)(=O)c2cccc(C(=O)NNC(=O)CNC(=O)c3ccccc3Cl)c2)cc1	6.3%	i	-1.0%	-0.5%	3.7%	-0.9%	-0.2%	0.2%	2.4%
CCOC(=O)c1cc(-c2ccc(F)cc2)n(CC(=O)NCc2ccccn2)c1C	-16.3%	i	?	-0.2%	1.6%	0.1%	12.0%	-8.4%	.
Cc1cccc(C)c1NC(=O)CSc1nnc(C2CCCCC2)o1	7.6%	i	-2.3%	-0.5%	3.4%	-2.3%	-4.3%	1.2%	0.8%
N[C@@H](Cc1ccc(F)cc1)C(=O)O	-3.2%	i	-5.1%	1.7%	0.6%	15.6%	4.0%	0.9%	-1.1%
COc1ccc(Cl)cc1NC(=O)CN(C)CC(=O)Nc1ccc2c(c1)OCO2	13.0%	?	-16.0%	-0.4%	3.0%	7.1%	-1.7%	-16.8%	-3.8%
Cc1cccc(C(=O)NNC(=O)c2c(O)c3ccccc3n(C)c2=O)c1	?	i	?	-0.1%	-22.2%	?	29.5%	1.5%	-8.9%
CCCn1c(SCC(=O)Nc2cccc(Cl)c2Cl)n[nH]c1=O	-22.1%	i	6.4%	-0.3%	2.9%	0.2%	-3.6%	1.1%	-10.8%
CC1CCC(NC(=O)COC(=O)c2cccnc2Cl)CC1 (stereo not drawn)	39.2%[activator]	?	1.1%	2.2%	52.8%	1.8%	1.8%	-2.0%	.
CC1(C(=O)NS(=O)(=O)C2CC2)CCN(C(=O)c2ccccc2OC(F)(F)F)C1 (stereo not drawn)	18.8%	i	.	-0.3%[9.22 µM]	-12.5%	.	8.5%	.	-4.0%
Cc1ccc(C)c(N2CCN(C(=O)c3ccc4nsnc4c3)CC2)c1	-24.4%	i	-26.6%	-0.9%	-18.6%	?	-29.0%	-12.1%	-34.5%

An excerpt of these results, as labelled records:
Compound: CC(=O)c1ccc(N=C2SCCCN2C(=O)C2CCCC2)cc1
  TGFb SMAD3 inh = -0.1% | ATXN viability = i | Nrf2 block = 8.5% | Nrf2 ARE act = 0.1% | HepG2 tox = 1.7% | MCF10A rereplic = -26.7% | EPAC2 antag = 5.9% | A549 viability = 1.9% | ATXN2 expr inh = -23.5%[2.22 µM]
Compound: O=C(O)CCC(=O)NNC(=O)CCC1CCCCC1
  TGFb SMAD3 inh = 6.1% | ATXN viability = i | Nrf2 block = -8.9% | Nrf2 ARE act = -0.4% | HepG2 tox = -0.2% | MCF10A rereplic = -0.4% | EPAC2 antag = 0.6% | A549 viability = -0.6% | ATXN2 expr inh = 0.6%

Next records.
smiles	TGFb SMAD3 inh	ATXN viability	Nrf2 block	Nrf2 ARE act	HepG2 tox	MCF10A rereplic	EPAC2 antag	A549 viability	ATXN2 expr inh
O=C(COC(=O)C1(c2ccccc2F)CCCC1)Nc1ncc(C(F)(F)F)cc1Cl	?	i	12.8%	0.0%	-3.6%	?	4.7%	8.1%	1.8%
O=C(CSc1nc2[nH]ncc2c(=O)n1-c1ccccc1Br)NCc1ccccc1Cl	10.6%	i	-17.1%	-0.7%	2.2%	12.1%	-5.4%	1.6%	-4.6%
O=C(O)CC(NC(=O)C(c1ccccc1)c1ccccc1)c1cccc([N+](=O)[O-])c1 (stereo not drawn)	3.5%	i	-13.9%	-0.4%	-11.7%	3.5%	-0.3%	1.1%	-2.7%
CC(C)(CO)CNC(=O)c1ccc(OC2CCN(C(=O)C3CC3)CC2)cc1	1.0%	i	13.3%	0.5%	-13.3%	-0.5%	4.1%	2.0%	-2.9%
Cc1csc2c(N3CCN(C(=O)NC(C)(C)C)CC3)ncnc12	?	i	18.4µM*	-0.5%	-20.7%	?	-6.6%	-15.5%	0.0%
Cc1ccc(-n2ncc3c(=O)[nH]c(SCC(=O)N4CCC(C)CC4)nc32)cc1C	-0.9%	i	3.0%	0.0%	-1.6%	11.3%	1.8%	-0.8%	0.7%
C/C(=N\OC(=O)c1ccccc1F)c1nccs1	1.7%	i	-4.7%	0.1%	-3.6%	-0.7%	8.7%	0.9%	0.2%
COc1ccc(NC(=O)Cn2cc(C(=O)c3ccco3)c3ccccc32)cc1	1.1%	i	?	-0.1%	-27.0%	4.0%	-0.7%	-28.4%	-28.4%

Source: PubChem BioAssay
